M. tuberculosis GlmU – inhibition of mycobacterial GlmU enzyme – biochemical, glucosamine-1-phosphate acetyltransferase (AID 1376); M. tuberculosis GlmU acetyltransferase enzyme assay; higher % means a stronger effect; 0.25% of 220,000 active; inhibition, %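 (tested at 30 µM in the primary screen)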, or IC50 in µM where a hit was titrated; in the data active means inhibition above about 13%; inconclusive means no clear call, values can overlap the other calls;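 further: 0% = complete reaction with vehicle and 100% = reaction without substrate; strong numbers were not always called active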
RmlCD inh 1536 – blocks M. tuberculosis RmlC and RmlD coupled enzymes | P9WH09+P9WH11 | inhibition, % at 3.6 µM | RmlC+RmlD coupled enzyme assay, percent inhibition; primary screen in compound mixtures | 0.03% of 160,000 active; in the data active means inhibition mostly above about 34%, no sharp cut-off; inconclusive means no clear call, values can overlap the other calls; inactive means mostly below about 22%; further: some results filed as inactive read as strong as hits
Target sequence (P9WH09 whole entry, looked up): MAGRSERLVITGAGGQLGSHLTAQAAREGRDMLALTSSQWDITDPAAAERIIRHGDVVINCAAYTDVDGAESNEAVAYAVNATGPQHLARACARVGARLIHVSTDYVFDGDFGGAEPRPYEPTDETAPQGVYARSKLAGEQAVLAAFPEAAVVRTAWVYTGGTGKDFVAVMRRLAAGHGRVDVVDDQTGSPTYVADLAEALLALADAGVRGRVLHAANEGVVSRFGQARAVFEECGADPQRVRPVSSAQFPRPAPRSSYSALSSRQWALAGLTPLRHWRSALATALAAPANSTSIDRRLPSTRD
Target sequence (P9WH11 whole entry, looked up): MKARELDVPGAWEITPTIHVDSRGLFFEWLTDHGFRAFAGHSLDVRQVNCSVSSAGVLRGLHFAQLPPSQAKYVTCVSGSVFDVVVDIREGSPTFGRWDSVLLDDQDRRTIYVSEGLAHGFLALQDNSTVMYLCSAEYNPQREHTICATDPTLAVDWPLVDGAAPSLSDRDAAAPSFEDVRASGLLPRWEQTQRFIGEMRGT
The depositor's hits bear a star; ? = inconclusive; / = no result given. This is a subset. The share of hits here may be higher or lower than overall.

mol,M. tuberculosis GlmU,RmlCD inh 1536
Cc1nc2ccccc2c(=O)n1/N=C/c1ccc(N(C)C)cc1,7.4%,81
Cc1cccc(NS(=O)(=O)c2cccc3nsnc23)c1,-5.9%,/
NC(Cc1ccccc1)c1nc(-c2ccccc2)no1 (stereo unspecified),-3.7%,/
CSc1cccc(NC(=O)c2c(Cl)cnn2C)c1,0.2%,/
CCOC(=O)/C(C#N)=C/N1CCOCC1,-1.6%,7
Cc1c(C(=O)O)cccc1-n1c(C)cc(/C=C(/C#N)C(=O)NCc2ccccc2)c1C,1.0%,13
O=C(O)c1ccc(-c2ccc(O)c(F)c2)cc1,-2.1%,-4
c1ccc2nc3c(nc2c1)[nH]c1ccccc13,4.8%,/
O=C(c1cc2cc(Br)ccc2oc1=O)N1CCCC1,-3.7%,12
CCOC(=O)c1c(C=O)c2ccccc2n1CC,-8.1%,4
Cc1cc(C)n(-c2nc3c(c(=O)[nH]c(=O)n3C)n2C(C)C)n1,0.9%,/
CCCC(=O)Nc1nc(C)c(-c2csc(Nc3ccccc3OC)n2)s1,2.7%,7
Clc1ccc(Nc2c3c(nc4ncnn24)CCC3)cc1,2.7%,-3
Cc1ccc2c(c1)nnn2C1CCN(C(=O)C23CC4CC(CC(C4)C2)C3)CC1,-2.8%,/
CN(CC(=O)Nc1ccc(Cl)cc1)c1ccc(S(=O)(=O)N2CCCCC2)cc1[N+](=O)[O-],1.4%,8

(listing goes on)
mol,M. tuberculosis GlmU,RmlCD inh 1536
Cc1ccccc1N1CCN(C(=S)c2ccc([N+](=O)[O-])cc2)CC1,6.0%,-8
COc1ccc2c(c1)c1nc(SCC(C)C)n(CCO)c(=O)c1n2C,2.6%,12
COC(=O)c1cn(C(=O)c2ccccc2)c2ccccc12,5.2%,-6
c1ccc(CCn2nnnc2C(c2cccs2)N2CCOCC2)cc1 (stereo unspecified),3.2%,/
CC(C)COP(=O)(c1ccc(N(C)C)cc1)C(O)c1ccccc1F (stereo unspecified),3.4%,26
Cc1ccc(C)c(C2=CSC3=NS(=O)(=O)CCN23)c1,15%*,-2
Cc1cccc(C)c1NC(=O)C1c2cccc[n+]2CC(=O)N1Cc1ccc2c(c1)OCO2 (stereo unspecified),1.2%,15
COc1ccc(Cl)cc1C(=O)N1CCN(c2ccccn2)CC1,2.5%,5
Cc1cc(OCCOc2cccc3cccnc23)cc(C)c1Cl,0.5%,/
CCn1c2ccccc2c2cc(NC(=O)CSc3nnc(-c4ccccc4)o3)ccc21,4.4%,-3
O=C(NCc1ccc2c(c1)OCO2)c1ccc(CSCc2ccc(Cl)cc2)o1,2.1%,-6
c1ccc(-c2csc(=Nc3cccnc3)n2CC2CCCO2)cc1 (stereo unspecified),-2.5%,-33
Cc1cc(C)n(-c2ccc(C(=O)Nc3ccc4c(c3)OCO4)cc2)n1,-2.7%,-2
COc1ccc(C)cc1NC(=O)C(NCC1CCCO1)c1ccccc1 (stereo unspecified),-4.6%,8
Cc1ccc(OCC(=O)NNC(=O)c2cc3ccccc3o2)cc1,0.2%,/

Other entries follow:
mol,M. tuberculosis GlmU,RmlCD inh 1536
CC(=O)Nc1ccc(NC(C)=O)s1,3.7%,/
Cc1ccc(C(=O)N/C(=C/c2cccs2)C(=O)NCCCn2ccnc2)cc1,-9.1%,-4
O=C(NC(=S)NCCCN1CCOCC1)c1cccc2ccccc12,7.2%,12
COc1ccc(NC(=O)Nc2ccccc2F)c(C)c1,4.4%,-6
NC(=S)N/N=C/c1coc2ccccc2c1=O,-5.6%,7
O=C(CN1CCC(NC(=O)Cc2ccccc2)CC1)Nc1ccccc1Br,-2.4%,4
O=C(CSc1ncn(-c2ccccc2)n1)N1CCc2ccccc21,-0.5%,/
Cc1ccc(NC(=O)c2sccc2-n2cccc2)c(Cl)c1,-4.2%,3
O=[N+]([O-])c1ccc(Nc2ccc(Cl)cc2)nc1,-4.2%,-9
O=C(Oc1cccc2cccnc12)c1cccs1,2.4%,?
O=C1C2CCCN2C(c2cccnc2)N1c1cccc(Cl)c1 (stereo unspecified),8.3%,/
O=C(CSc1nnc(COc2ccc(Cl)cc2)o1)N1CCN(c2ccccc2)CC1,-6.9%,10
COc1cc(C2CC(=O)Oc3c2c(=O)n(C)c2ccccc32)cc(OC)c1OC (stereo unspecified),7.7%,-5
CC1CN(c2ccc([N+](=O)[O-])cc2Cl)CCN1 (stereo unspecified),-7.9%,3
CC(=O)c1c(C)[nH]c(C(=O)NCCN2CCC(C)CC2)c1C,-5.8%,6

Carrying on.
mol,M. tuberculosis GlmU,RmlCD inh 1536
CC(NC(=O)/C(=C/c1cccc([N+](=O)[O-])c1)NC(=O)c1ccco1)C(=O)O (stereo unspecified),5.2%,-10
COc1cc(C(Nc2ccccn2)c2ccc3ccc(C)nc3c2O)cc(OC)c1O (stereo unspecified),5.1%,-6
Fc1ccc(Cn2nnnc2CN2CCN(C3CCCCC3)CC2)cc1,-6.8%,7
CCNC(=O)c1ccccc1-c1nc(-c2ccccc2OC)no1,-0.7%,4
Nc1nc(-c2cccc(NS(=O)(=O)c3ccccc3)c2)cs1,2.8%,18
CCc1nnc(NCC(=O)N2CCc3ccccc32)s1,10%,-9
CC1CCCCC1NC(=O)Cn1ncc2ccccc21 (stereo unspecified),-4.0%,6
Cc1ccnc2nc(C(=O)Nc3nc4ccccc4s3)nn12,-0.1%,-10
Cc1cc(NC(=S)NC(=O)C2CC2)ccc1Br,2.0%,-15
COc1ccc(CN(C)Cc2nc3cc(OC)c(OC)cc3c(=O)[nH]2)c(OC)c1,1.9%,11
COc1ccc(-c2nc(CN(C)C(C)c3ccon3)c(C)o2)c(C)c1C (stereo unspecified),2.6%,/
CCCCN(CC)Cc1ccc(CNC(=S)Nc2cccc(F)c2)o1,-3.9%,/
C=CCNC(=O)CC1C(=O)NCCN1Cc1c(F)cccc1Cl (stereo unspecified),4.2%,8
CSC1=C(C#N)C(c2ccncc2)C(C(=O)Nc2ccccc2)=C(C)N1 (stereo unspecified),-3.0%,9
Cc1cccc(NC(=O)c2cc(NC(=O)C3CC=CCC3C(=O)O)ccc2N2CCOCC2)c1 (stereo unspecified),3.8%,/

Copied from the list.
In M. tuberculosis GlmU, Nc1nc(-c2cccc(NS(=O)(=O)c3ccccc3)c2)cs1 reads 2.8%
In RmlCD inh 1536, COc1cc(C(Nc2ccccn2)c2ccc3ccc(C)nc3c2O)cc(OC)c1O (stereo unspecified) reads -6

Back to the main list; the 2 compounds before the break are reprinted first.
mol,M. tuberculosis GlmU,RmlCD inh 1536
CSC1=C(C#N)C(c2ccncc2)C(C(=O)Nc2ccccc2)=C(C)N1 (stereo unspecified),-3.0%,9
Cc1cccc(NC(=O)c2cc(NC(=O)C3CC=CCC3C(=O)O)ccc2N2CCOCC2)c1 (stereo unspecified),3.8%,/
O=C(Cn1cnc2c(nnn2Cc2ccccc2F)c1=O)NCC1CCCO1 (stereo unspecified),0.9%,/
Cc1nc2ncnn2c(N2CCCC(C(=O)Nc3ccc4c(c3)CCC4)C2)c1C (stereo unspecified),0.2%,-14
O=C(OCc1nnc(-c2ccccc2)o1)c1ccc2ccccc2n1,4.1%,0
O=C(Nc1ccc2oc(-c3ccccc3)nc2c1)C1CCCO1 (stereo unspecified),-4.3%,-12
CCN(Cc1ccccc1)C(=O)CSc1nc(C)cc(C)c1C#N,-11%,/
CCOC(=O)N1CCN(C(=O)COc2ccc(Cl)cc2C)CC1,-3.0%,-6
CCn1c(Cc2cccs2)nnc1SCC(=O)c1ccc(C)cc1,2.2%,-7
Cc1ccc(C)c2[nH]c(=O)c(CCNC(=O)c3ccco3)cc12,3.6%,3
C=CCn1c(N)c(C(=O)Nc2cccc(C)c2)c2nc3ccccc3nc21,2.3%,/
COc1cc(C)c(C#N)c(OC)n1,-1.4%,/
Cc1ccc(-n2cc(C(=O)O)c(=O)cc2C)c(C)c1,-7.5%,-6
CCCCCCCCc1c(O)nc(-n2[nH]c(C)c(CCO)c2=O)[nH]c1=O,-2.6%,19
CCCCC(=O)NCCNC(=O)c1cc(OCC(F)(F)F)ccc1OCC(F)(F)F,-2.8%,/
Cc1ccc2c(c1)c1c3n2CCCNC3CCC1 (stereo unspecified),6.6%,-4
COc1cc2cc(CN(CCN3CCCC3)C(=O)Nc3ccccc3Cl)c(=O)[nH]c2cc1OC,/,2

Three neighbouring records from above, quoted:
mol,M. tuberculosis GlmU,RmlCD inh 1536
Cc1ccc(C)c2[nH]c(=O)c(CCNC(=O)c3ccco3)cc12,3.6%,3
C=CCn1c(N)c(C(=O)Nc2cccc(C)c2)c2nc3ccccc3nc21,2.3%,/
COc1cc(C)c(C#N)c(OC)n1,-1.4%,/

Continuation.
mol,M. tuberculosis GlmU,RmlCD inh 1536
CC(C)(C)CC(C)(C)NCC(O)COc1ccc2c(c1)CCC2 (stereo unspecified),-3.0%,/
Cc1ccccc1NC1=C(C(=O)c2ccccc2)N(C)S(=O)(=O)c2ccccc21,1.2%,-2
CCCCCC(=O)Nc1ccc(S(=O)(=O)Nc2ccc(Cl)nn2)cc1,-0.3%,0
COc1cccc(N2CCN(Cc3coc4c(Cl)cc(Cl)cc4c3=O)CC2)c1,-0.8%,/
NC(=O)CC(NC(=O)c1ccccc1)c1ccc(NCc2ccc(F)cc2)c([N+](=O)[O-])c1 (stereo unspecified),0.8%,/
Clc1ccc(-c2cc3ccccc3nc2N2CCCC2)cc1,-2.0%,14
CCCCN(C)C(=O)CCCCn1c(=O)[nH]c2cc(OCC)c(OCC)cc2c1=O,9.2%,12
Cc1cc(Br)ccc1OCc1nc(-c2cccnc2)no1,3.3%,15
Cc1nn(CCOc2ccccc2)c(=O)n1-c1ccc(F)cc1,-0.3%,/
CC1CCC/C(=N/Nc2nc3ccccc3s2)C1 (stereo unspecified),1.5%,-2
COc1ccc(Br)cc1C(=O)N/N=C/c1ccc2c(c1)n(C)c(=O)n2C,-0.6%,-12
COCCN1Cc2cccc(C(=O)Nc3ccc(-c4nc5ccccc5[nH]4)cc3)c2C1=O,13%,-8
CCOC(=O)c1cnc(SCc2ccc(C)cc2)nc1N,-0.1%,13
Cc1nn(C)c2nc(-c3cccs3)cc(C(F)(F)F)c12,2.9%,-8
O=C(c1ccc(F)cc1)N1CCN(c2ncccn2)CC1,-3.3%,-1

(more compounds)
mol,M. tuberculosis GlmU,RmlCD inh 1536
O=C1CCCN1CN1CCCCC1,-3.5%,-3
CN1CCn2c1nc(N1CCCCC1)nc2=O,-1.7%,-4
COc1ccc(C(=O)Sc2nncc3ccccc23)cc1,-0.1%,0
CCOC(=O)Cc1csc(SCc2cc(=O)oc3cc(O)ccc23)n1,-2.4%,-3
CN1CCN(/N=C/c2ccc(Br)cc2)CC1,-2.3%,23
O=C(CSc1ncccc1-c1nc2ccccc2[nH]1)Nc1ccc2c(c1)OCCO2,9.4%,-1
COc1ccc(OC)c(S(=O)(=O)Nc2cccnc2)c1,2.1%,?
COc1ccc(NC(=O)CCN2C(=O)[C@@H]3[C@H](C2=O)[C@H]2C=C[C@@H]3C2)cc1,-4.9%,10
CCC(C)C(NC(=O)OC(C)(C)C)C(=O)NC(CC(C)C)C(N)=O (stereo unspecified),-2.2%,9
CCOC(=O)N1CCC(NC(=O)CN(C)S(=O)(=O)c2cc3c(cc2Cl)NC(=O)CO3)CC1,-5.7%,/
O=C(NCc1csc(-c2ccccc2)n1)c1cc(F)cc2c1OCOC2,11%,/
COc1ccc(NC(=O)/C(Cl)=C(/Cl)S(=O)(=O)Cc2ccc(C)cc2)cn1,1.8%,/
Cc1cc2c(ncn2C)c(NS(=O)(=O)c2ccc(F)cc2)c1C,/,-10
C=CCNC(=S)Nc1sc2c(c1C(N)=O)CCCC2,8.7%,-12
CC1CCN(CCCNC(=O)c2ccc(Cn3c(=S)[nH]c4ccc(Br)cc4c3=O)cc2)CC1,-12%,11

Continued.
mol,M. tuberculosis GlmU,RmlCD inh 1536
CCOC(=O)c1c(-c2ccc(F)cc2)csc1NC(=O)c1c(-c2ccccc2)noc1C,-0.7%,-2
O=C(COC(=O)c1cncc(Br)c1)NCc1ccco1,-1.6%,5
CC1CCC(NC(=O)Cn2cc3c(n2)CCCC3)CC1 (stereo unspecified),3.1%,-5
Cc1ccccc1CSCC(=O)NCCSc1ccccn1,-2.4%,7
CCOc1cc(NC(=O)c2ccccc2C)c(OCC)cc1NC(=O)C1=Cc2ccccc2OC1,5.8%,13
COC(=O)C1C2C=CC3(CN(c4cccc(Cl)c4)C(=O)C13)O2 (stereo unspecified),6.1%,4
Cc1ccc(S(=O)(=O)NC(=O)NCCCCNC(=O)NS(=O)(=O)c2ccc(C)cc2)cc1,0.9%,-6
Cc1cccc(N(CC(=O)NC2CCCCC2)C(=O)c2c(C)noc2C)c1,0.4%,9
O=C(c1ccccc1OCc1ccccc1Br)N1CCN(c2ncccn2)CC1,2.8%,45
Cc1cccc(N2CCN(c3nc4ccc(Cl)cc4n4cnnc34)CC2)c1C,-1.5%,/
COc1ccc(/C=N/n2cnnc2)cc1Oc1nc(Cl)ncc1F,1.4%,-13
O=C1CC(=O)N(c2cccc(F)c2)N1,8.6%,4

Single records, from the list above.
COc1ccc(/C=N/n2cnnc2)cc1Oc1nc(Cl)ncc1F is listed as M. tuberculosis GlmU = 1.4%; RmlCD inh 1536 = -13
Cc1cccc(N2CCN(c3nc4ccc(Cl)cc4n4cnnc34)CC2)c1C is listed as M. tuberculosis GlmU = -1.5%; RmlCD inh 1536 = /

Screens from PubChem BioAssay.
